Assay outcomes (PubChem)
mlh1 rad18: NCI yeast anticancer drug screen, S. cerevisiae mlh1 rad18 strain | 11% of 79,000 active | growth inhibition, % at 50 µM | AID 175;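 note: 0% = growth of vehicle-only cultures of the same strain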
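In this whole-cell yeast screen, a strain with altered DNA damage repair is challenged with compound, and its growth is measured against matched vehicle-treated controls.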
yeast mec2-1: NCI yeast anticancer drug screen, S. cerevisiae mec2-1 strain. % growth inhibition at 50 µM. 9% of 79,000 active;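 note: 0% = growth of vehicle-only cultures of the same strain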
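Each compound was tested on mec2-1 yeast, a strain altered in DNA damage repair or cell cycle control. Growth inhibition is reported relative to vehicle.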
yeast cln2 rad14: NCI yeast anticancer drug screen, S. cerevisiae cln2 rad14 strain; 8.3% of 78,000 active; AID 165; % growth inhibition at 50 µM;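 note: 0% = growth of vehicle-only cultures of the same strain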
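cln2 rad14 yeast strain; compound exposure; growth inhibition read vs vehicle controls.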
sgs1 mgt1: NCI yeast anticancer drug screen, S. cerevisiae sgs1 mgt1 strain | growth inhibition, % at 50 µM | 10% of 78,000 active;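 note: 0% = growth of vehicle-only cultures of the same strain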
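Percent growth inhibition was derived by comparing compound-exposed mutant yeast with vehicle-exposed cultures. The strain carries alterations in DNA damage repair.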
rad50: NCI yeast anticancer drug screen, S. cerevisiae rad50 strain | growth inhibition, % at 50 µM | 10% of 79,000 active;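 note: 0% = growth of vehicle-only cultures of the same strain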
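Inhibition values express reduced yeast growth in compound-treated cultures relative to vehicle-treated controls.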
yeast bub3: NCI yeast anticancer drug screen, S. cerevisiae bub3 mutant strain. % growth inhibition at 50 µM. 9.9% of 78,000 active. AID 167;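 note: 0% = growth of vehicle-only cultures of the same strain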
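Readout: yeast growth inhibition, expressed relative to vehicle-only wells. The test organism is a mutant strain from a panel with lesions in DNA repair or checkpoint genes.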
An asterisk follows results filed as active; & = joins results of further samples. Cut-off read from the data, not from the text of the source: active = growth inhibition above about 70%; inactive = the rest. No enrichment for hits, and some 13% of all compounds hit somewhere here.

1. COC(=O)c1ccccc1N=NNc1ccc(C)c(Cl)c1
2. COc1cccc(CN2C(=O)NC(C)(C)C2O)c1 (stereo not given)
3. C[Si](C)(C)CN1C(=O)c2ccccc2C1(O)c1ccccc1 (stereo not given)
4. [B-][N+](CC)(CC)c1ccccc1
5. CC1=CC(=C2C=C(C)C(=O)C(C)=C2)C=C(C)C1=O
6. Nc1nc(N)c2nc(CNc3ccc(C(=O)NC(CCCNC(=O)c4ccccc4C(=O)O)C(=O)O)cc3)cnc2n1 (stereo not given)

assay / entry | 1 | 2 | 3 | 4 | 5 | 6
mlh1 rad18 | 5 | 10 | 71* | -12 | 14 | -10
yeast mec2-1 | 1 | 28 | 36 | -38 | -7 | 30
yeast cln2 rad14 | -11 | -6 | 42 | 11 | 0 | -28
sgs1 mgt1 | -1 | 10 | 48 | -10 | 24 | 8
rad50 | 36 | -12 | 70 | -28 | 10 | -14
yeast bub3 | 6 | 12 | 4 | -15 | 4 | -38

7. CCN(CC)CCNc1c2ccccc2nc2cccc([N+](=O)[O-])c12
8. CCOC(=O)/C=C(\CC(=O)OCC)C(=O)OCC
9. CC1(C)C=C(/C=N/Nc2ccc([N+](=O)[O-])cc2)C(C#N)=C(O)C1(C#N)C#N
10. COc1ccccc1NN
11. O=C(c1ccccc1)C(F)S(=O)(=O)O (stereo not given)
12. O=C(N/N=C\c1ccccc1Cl)c1ccncc1

assay / entry | 7 | 8 | 9 | 10 | 11 | 12
mlh1 rad18 | 63 | 99* | -3 | 31 | 17 | 11
yeast mec2-1 | 61 | 100* | 2 | -5 | -8 | 12
yeast cln2 rad14 | 86* | 13 | 31 | 21 | -26 | 31
sgs1 mgt1 | 55 | 99* | 16 | -5 | -9 | 14
rad50 | 68 | 99* | 41 | 28 | -6 | 13
yeast bub3 | 3 | 100* | 19 | 8 | 6 | 2

13. Clc1ccc2c(c1)C(Nc1cc3c4ccccc4ccc3c3ccccc13)c1cc(Cl)cc(Cl)c1-2 (stereo not given)
14. Cc1c([N+](=O)[O-])cc2c(c1[N+](=O)[O-])C(C)(C)C(C)C2(C)C (stereo not given)
15. Cc1cc(N(CCC#N)CCC#N)ccc1/C=C(\NC(=O)/C=C/c1ccccc1)C(=O)N=[N+]=[N-]
16. C=C(Br)CNC(=O)c1ccccc1
17. Fc1cccc(F)c1C(Nc1nncs1)Nc1nncs1
18. O=CN1CCN(c2ccc3ccc(=O)[nH]c3n2)CC1

assay / entry | 13 | 14 | 15 | 16 | 17 | 18
mlh1 rad18 | 12 | -4 | -7 | 5 | -7 | -14
yeast mec2-1 | -1 | -9 | -32 | -3 | -18 | -24
yeast cln2 rad14 | 21 | -85 | -19 | -39 | -17 | 9
sgs1 mgt1 | 23 | -10 | -45 | -1 | 5 | 20
rad50 | 51 | -13 | -30 | 8 | -1 | -4
yeast bub3 | 9 | 31 | -21 | 21 | 5 | -5

19. NC(Cc1c[nH]c2ccccc12)C(=O)O (stereo not given)
20. O=CNNC(=O)CN1C(=O)c2ccccc2C1=O
21. Oc1ccc2ccc3[nH]cnc3c2c1
22. C[C@@H]1[C@H](O)CC2=C(CC[C@@H](O)C2(C)C)[C@@]1(CO)CCc1ccoc1
23. O=C(Oc1ccccc1)C1CCCCC1C(=O)Oc1ccccc1 (stereo not given)
24. COc1ccc(CCN2C(=O)C(=O)N(c3ccc([N+](=O)[O-])cc3)C2=O)cc1OC

assay / entry | 19 | 20 | 21 | 22 | 23 | 24
mlh1 rad18 | -16&3 | -7 | 0 | -11 | 32 | 9
yeast mec2-1 | -9&-8 | 0 | -25 | -6 | 26 | 1
yeast cln2 rad14 | -1&3 | 18 | 2 | -8 | -2 | 9
sgs1 mgt1 | 7&-13 | 3 | -9 | -56 | 30 | -13
rad50 | -1&4 | 3 | -22 | -17 | 39 | 23
yeast bub3 | -3&-28 | -3 | -9 | -46 | -4 | 1

25. CN1CC2=C(NC(=S)NC2c2ccc(Cl)cc2)/C(=C/c2ccc(Cl)cc2)C1 (stereo not given)
26. Cc1ccc(/C=C2\N=C(N3CCCCC3)NC2=O)cc1
27. COc1ccc(-c2c(C#N)c(NC(=S)NC(=O)c3ccccc3)nc3c2CCCC3)cc1OC
28. O=C(CC1NCCS1)OCc1ccc(Br)cc1 (stereo not given)
29. CCC(C(=O)NC1c2ccccc2Oc2ccccc21)c1ccccc1 (stereo not given)
30. NC(Cc1cc(Br)c(Oc2ccc(O)cc2)c(Br)c1)C(=O)O (stereo not given)

assay / entry | 25 | 26 | 27 | 28 | 29 | 30
mlh1 rad18 | 4 | -28 | -7 | 50 | -2 | 21
yeast mec2-1 | 4 | -2 | -13 | 14 | -10 | 13
yeast cln2 rad14 | 14 | 23 | 3 | 25 | -12 | -1
sgs1 mgt1 | 7 | -8 | -5 | 10 | 1 | -9
rad50 | -8 | 8 | 10 | 26 | -1 | 20
yeast bub3 | 29 | -9 | 1 | 17 | 4 | 3

31. CCCCCCCCNC(=O)c1ccccc1C(=O)O
32. CCOC(=O)C12OC(=O)CC(NC1C(=O)OC(C)(C)C)C2O (stereo not given)
33. O=C1CCCCC1Sc1ccc([N+](=O)[O-])cn1 (stereo not given)
34. COc1cc(C(c2cc3c(cc2OC(C)=O)OCO3)C(C)C(C)=O)cc(OC)c1OC (stereo not given)
35. CCOC(=O)CCC1(C(=O)OC)CCCC1=O (stereo not given)
36. COc1ccc(C(O)c2nc3ccccc3s2)cc1OC (stereo not given)

assay / entry | 31 | 32 | 33 | 34 | 35 | 36
mlh1 rad18 | 13 | 65 | -8 | 29 | -24 | 13
yeast mec2-1 | 15 | 9 | -14 | 14 | -30 | 0
yeast cln2 rad14 | -33 | 13 | -6 | 51 | -12 | -3
sgs1 mgt1 | 51 | 29 | -7 | 0 | -41 | 1
rad50 | 2 | 19 | 5 | -8 | -14 | -5
yeast bub3 | 45 | -15 | -8 | -2 | -2 | 9

37. O=C1c2cccc3cc([N+](=O)[O-])cc(c23)C(=O)N1Cc1cccnc1
38. CC1(C)OC2C(COC(c3ccccc3)(c3ccccc3)c3ccccc3)OC(c3c[nH]c4c(N)ncnc34)C2O1 (stereo not given)
39. O=[N+]([O-])c1c(Sc2ccccc2)ncnc1Sc1ccccc1
40. Cc1ccc(NC(=O)c2cc(S(=O)(=O)Nc3n[nH]c(=O)[nH]3)c(SSc3cc(Cl)c(C(=O)Nc4ccc(C)cc4)cc3S(=O)(=O)Nc3n[nH]c(=O)[nH]3)cc2Cl)cc1
41. COc1cc(NCCN(CCC(C)C)C(C)C)c2ncccc2c1
42. NC(CCC(=O)NC(CCC(=O)NO)C(=O)NCC(=O)O)C(=O)O (stereo not given)

assay / entry | 37 | 38 | 39 | 40 | 41 | 42
mlh1 rad18 | 11 | 99* | 37 | -5 | 57 | -42
yeast mec2-1 | 16 | 99* | 39 | 22 | 6 | -3
yeast cln2 rad14 | 19 | 98* | 38 | -149 | 40 | 2
sgs1 mgt1 | 39 | 99* | 58 | 8 | 62 | -12
rad50 | 42 | 99* | 35 | 5 | 60 | -30
yeast bub3 | 10 | 99* | 26 | -2 | 64 | -5

43. CCCNC(=O)Nc1ccccc1OCC
44. COc1ccc(/C=C(/C#N)C(N)=O)cc1OC
45. CN(C)CC1CCCC/C1=N\OC(=O)c1ccccc1 (stereo not given)
46. COc1cc(C(=O)C2OC2c2ccc(Cl)cc2)c([N+](=O)[O-])cc1OC (stereo not given)
47. CCC1=CC(=O)C(CC)=CC1=O
48. NC(=O)N/N=C(/CC1C(=O)Oc2ccccc21)c1ccccc1O (stereo not given)

assay / entry | 43 | 44 | 45 | 46 | 47 | 48
mlh1 rad18 | -5 | 7 | 8 | 64 | 16 | 14
yeast mec2-1 | -6 | -5 | -14 | 26 | 25 | -5
yeast cln2 rad14 | -68 | -26 | 6 | 58 | -24 | -14
sgs1 mgt1 | -9 | -37 | 4 | 54 | -2 | -10
rad50 | -4 | 11 | -7 | 54 | 3 | -8
yeast bub3 | 13 | -49 | 6 | 37 | 2 | -25

Entries 15–25, reprinted for reference:
15. Cc1cc(N(CCC#N)CCC#N)ccc1/C=C(\NC(=O)/C=C/c1ccccc1)C(=O)N=[N+]=[N-]
16. C=C(Br)CNC(=O)c1ccccc1
17. Fc1cccc(F)c1C(Nc1nncs1)Nc1nncs1
18. O=CN1CCN(c2ccc3ccc(=O)[nH]c3n2)CC1
19. NC(Cc1c[nH]c2ccccc12)C(=O)O (stereo not given)
20. O=CNNC(=O)CN1C(=O)c2ccccc2C1=O
21. Oc1ccc2ccc3[nH]cnc3c2c1
22. C[C@@H]1[C@H](O)CC2=C(CC[C@@H](O)C2(C)C)[C@@]1(CO)CCc1ccoc1

assay / entry | 15 | 16 | 17 | 18 | 19 | 20 | 21 | 22
mlh1 rad18 | -7 | 5 | -7 | -14 | -16&3 | -7 | 0 | -11
yeast mec2-1 | -32 | -3 | -18 | -24 | -9&-8 | 0 | -25 | -6
yeast cln2 rad14 | -19 | -39 | -17 | 9 | -1&3 | 18 | 2 | -8
sgs1 mgt1 | -45 | -1 | 5 | 20 | 7&-13 | 3 | -9 | -56
rad50 | -30 | 8 | -1 | -4 | -1&4 | 3 | -22 | -17
yeast bub3 | -21 | 21 | 5 | -5 | -3&-28 | -3 | -9 | -46

23. O=C(Oc1ccccc1)C1CCCCC1C(=O)Oc1ccccc1 (stereo not given)
24. COc1ccc(CCN2C(=O)C(=O)N(c3ccc([N+](=O)[O-])cc3)C2=O)cc1OC
25. CN1CC2=C(NC(=S)NC2c2ccc(Cl)cc2)/C(=C/c2ccc(Cl)cc2)C1 (stereo not given)

assay / entry | 23 | 24 | 25
mlh1 rad18 | 32 | 9 | 4
yeast mec2-1 | 26 | 1 | 4
yeast cln2 rad14 | -2 | 9 | 14
sgs1 mgt1 | 30 | -13 | 7
rad50 | 39 | 23 | -8
yeast bub3 | -4 | 1 | 29

Carrying on.
49. CC(C)COC1=CC(=O)c2ccccc2C1=O
50. COc1ccc(C(Cn2ccnc2)Sc2ccc(Cl)c(Cl)c2)cc1 (stereo not given)
51. CCOc1ccc(N2C(=O)C3c4[nH]c5ccccc5c4C4CCC(C(C)(C)C)CC4C3C2=O)cc1 (stereo not given)
52. CCOC(=O)C12CCCC1(O)N(NC(=O)OC)C(C)=C2C(=O)OC (stereo not given)
53. COC(=O)C(CC(=O)Nc1ccc(Cl)c(Cl)c1)C(=O)C(=O)NC1C2CC3CC(C2)CC1C3 (stereo not given)
54. CC(C)(C)c1cc2c(OP(c3ccccc3)c3ccccc3)c(c1)Cc1cc(C(C)(C)C)cc(c1OP(c1ccccc1)c1ccccc1)Cc1cc(C(C)(C)C)cc(c1OP(c1ccccc1)c1ccccc1)Cc1cc(C(C)(C)C)cc(c1OP(c1ccccc1)c1ccccc1)C2

assay / entry | 49 | 50 | 51 | 52 | 53 | 54
mlh1 rad18 | -7 | 91* | -8 | -6 | -9 | -14
yeast mec2-1 | 17 | 94* | -1 | -8 | 14 | -26
yeast cln2 rad14 | -1 | 91* | -10 | -63 | 8 | -5
sgs1 mgt1 | 19 | 89* | -13 | 2 | -14 | -38
rad50 | 16 | 93* | 4 | -7 | -3 | -12
yeast bub3 | 35 | 87* | 8 | -6 | -9 | -19

55. COc1ccc2c(c1)[n+](=O)c(C(=O)C/C(=N/NC(=O)C[N+](C)(C)C)C(=O)Nc1cccc(C)c1C)c(C)n2O
56. COc1ccccc1C(=O)C1OC1c1ccc(Cl)cc1Cl (stereo not given)
57. CC(C)=NNC(=O)c1ccccc1CC(O)(c1ccccc1)c1ccccc1
58. O=C(O)c1ccc(C(=O)O)c2c(C(=O)O)ccc(C(=O)O)c12
59. O=[N+]([O-])c1ccc(CS(=O)(=O)c2cccs2)o1
60. O=C1/C(=C2\Cc3cccn3C2)Cn2cccc21

assay / entry | 55 | 56 | 57 | 58 | 59 | 60
mlh1 rad18 | -14 | 5 | 15 | -3 | 17 | 5
yeast mec2-1 | -2 | -10 | 5 | -9 | 13 | 6
yeast cln2 rad14 | -6 | -32 | -36 | -18 | -6 | 6
sgs1 mgt1 | -41 | -7 | 10 | -23 | 19 | -1
rad50 | -24 | 19 | 22 | 18 | 39 | 1
yeast bub3 | 23 | 7 | -24 | -2 | 20 | -4

61. Cc1ccccc1NC(=O)C(=O)C(C(=O)c1ccccc1F)C1OC(=O)c2ccccc21 (stereo not given)
62. CC(C)C(c1ccc(O)cc1)c1ccc(O)cc1
63. CC(=O)CCCCOC(C)=O
64. Cc1cc2c(cc1C)NC1=C(N2)OC(c2c[nH]c3ccc(COc4ccccc4)cc23)C1=O (stereo not given)
65. Oc1ccc(-c2c3ccccc3c(-c3ccc(OCCBr)cc3)c3ccccc23)cc1
66. BrC1=CC(Br)=C2N=C(N3CCCC3)N=C3N=C(C(Br)(Br)Br)N=C1N32

assay / entry | 61 | 62 | 63 | 64 | 65 | 66
mlh1 rad18 | -22 | 4 | 3 | 51 | 7 | 18
yeast mec2-1 | -11 | 11 | -6 | 14 | -10 | 15
yeast cln2 rad14 | 11 | -3 | -28 | -52 | 5 | -12
sgs1 mgt1 | -33 | 0 | -11 | -16 | -10 | 59
rad50 | -21 | 2 | 2 | -14 | -24 | 8
yeast bub3 | -37 | 0 | -8 | -20 | -11 | -2
